Assay outcomes from PubChem.
Dynein transport – blocks dynein driven cargo transport along microtubules. 3617.4 mouse cells, GR-EGFP nuclear translocation imaging; test concentration mostly 20 µM; stimulated with dexamethasone, 1 µM; active compounds read low. z-score, hits read low. 220,000 tested, 0.47% active. AID 1381;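 active = plate z-score of nuclear minus cytoplasmic receptor signal below a set negative limit, without overly bright fluorescence or cell loss, cut at about -3.5 in these data, passing the limit was not always enough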;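 note: z-score of nuclear minus cytoplasmic ring GR-EGFP intensity difference per well; some compounds called inactive have numbers as strong as hits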
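medium = tetracycline-free induction medium containing charcoal-stripped FBS | also added = 1.0 µM final dexamethasone stimulus | schedule = 48 h induction, 1 h compound, 30 min dex at 37 °C | technique = fixed, Hoechst-stained cells imaged at 10x for EGFP | measure = GR-EGFP nuclear translocation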
CSM14.1 death rescue – rescue of cells from ER stress-induced death, primary screen, 384-well, CSM14.1, thapsigargin, ATP luminescence (AID 1222); CSM14.1 thapsigargin-induced death rescue, ATP luminescence; higher % means a stronger effect; cellular ATP content (survival), % at 20 µM; hits with a dose series show EC50 in µM; 190,000 tested, under 10 active;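 active = EC50 below 50 µM in the dose-response confirmation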;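 note: death triggered by thapsigargin at about 15 µM added after 2 h compound pretreatment; cell ATP read after overnight thapsigargin exposure of roughly 18 to 22 hours; normalized against plate controls of thapsigargin alone and 5% DMSO vehicle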
XIAP antagonists – small molecules displacing peptide from XIAP – biochemical, IAP family, fluorescence polarization (AID 1018). XIAP BIR domain, fluorescence polarization peptide displacement; higher % means a stronger effect. 200,000 tested, 0.007% active. displacement, % at 20 µM; hits with a dose series show IC50 in µM; in the data active = displacement above about 50%; note: a part of the inactive calls stands beside numbers as strong as those of hits
Autophagy HCS – modulators of autophagy; MEF GFP-LC3 puncta imaging; test concentration mostly 10 µM; calls only at 10 µM (by protocol); 190,000 tested, 0.98% active;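 active = percentage of spot-positive cells more than 3 SD above its plate mean, without a fluorescence outlier flag or 80% toxicity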;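 note: spot-positive cell cutoff set from DMSO-treated cells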
Insulin prom up – MIN6 insulin promoter up-regulation; 190,000 tested, 0.3% active; AID 1625; MIN6 insulin promoter-GFP reporter, high-content imaging; active compounds read high; z-score at 5 µM;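 active = z-score above 3 at 5 µM with at least 500 cells counted in the well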
MT stabilizer – stabilizes microtubules in HeLa cells. HeLa tubulin immunostaining HCS, 24 h; share of cells brighter than vehicle mean+2SD. % tubulin-high responders, % at 10 µM. 200,000 tested, 0.83% active. AID 2205;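 active = plate Z-score above 3 for both tubulin-high and condensed-nucleus cell shares, with cell loss under 80%, at 10 µM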;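 note: anti alpha tubulin signal scored within the nucleus-defined area of each cell; some results filed as inactive read as strong as hits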
WT yeast gro inh – growth inhibition of WT yeast, mitochondrial fusion screen; inhibition, % at 10 µM; mitochondrial fusion phenotypic screen, WT strain; 190,000 tested, 2.1% active; in the data active = inhibition above about 58%; tested in S. cerevisiae
b-catenin transl – modulators of beta-catenin nuclear translocation | HeLa beta-catenin nuclear translocation, immunofluorescence imaging | nuclear translocation activity, % at 5 µM | 190,000 tested, 0.3% active;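 active = nuclear translocation activity above 50% at 5 µM, with a well cell count of 50 or more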;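 note: per-cell ratio of nuclear to cytoplasmic median beta-catenin stain intensity; plate controls were DMSO negative control for no effect and GSK-3 inhibitor IX positive control for full effect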
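Test system: HeLa cells, endogenous beta-catenin; Compound: single 5 µM dose plus 0.02–20 µM confirmation series; Times: compound exposure 24 h at 37°C; Signal: fluorescence imaging of beta-catenin antibody stain plus DAPI; Read-out: % activation, nuclear-to-cytoplasmic median beta-catenin signal ratio per cell.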
Lipid droplet – hepatic lipid droplet formation modulation. inhibition, % at 6.5 µM. AID 1656. 240,000 tested, 0.4% active. AML12 mouse hepatocytes, oleate lipid droplets, BODIPY imaging;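 active = lipid droplet intensity inhibited by at least 50%, with more than 500 cells counted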
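Test system: AML12 mouse liver cells; schedule: overnight exposure; technique: high-content imaging of BODIPY-stained droplets and DAPI nuclei; read-out: % inhibition of corrected integrated BODIPY droplet signal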
WT yeast gro inh mutant strain – also measured in WT yeast gro inh; calls as there; inhibition, %; mitochondrial fusion phenotypic screen, mutant strain inhibition
Dynein transport cytoplasmic EGFP – recorded beside Dynein transport, whose call it bears; z-score; measured here: cytoplasmic GR-EGFP intensity; active compounds read high
Dynein transport nuclear GR-EGFP – further read-out of Dynein transport, marked with its call; z-score; measured here: nuclear GR-EGFP intensity;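 lower value marks the stronger effect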
Dynein transport cell count – recorded beside Dynein transport, whose call it bears; z-score; measured here: cell count per field
Insulin prom up cell count – second read-out of Insulin prom up, no call of its own (marks repeat the call); cell count; measured here: cytotoxicity, nuclei count;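 total cells summed across four imaged fields per well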
Lipid droplet cells 6.5 µM – second read-out of Lipid droplet, no call of its own (marks repeat the call); cell count; measured here: cell count, cytotoxicity flag;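 cells counted across two imaged fields per well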
b-catenin transl cell count 5 µM – second read-out of b-catenin transl, no call of its own (marks repeat the call); cell count; measured here: cell count, cytotoxicity flag
MT stabilizer Hoechst-high % – recorded beside MT stabilizer, whose call it bears; % Hoechst-high responders; measured here: nuclear condensation Hoechst responders;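 share of cells brighter than vehicle mean plus two SD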
MT stabilizer cytotoxicity % – second read-out of MT stabilizer, no call of its own (marks repeat the call); toxicity, %; measured here: cytotoxicity by cell density;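 0% = mean cell density of plate MIN control wells and 100% = no cells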
Autophagy HCS cell loss 18 h – second read-out of Autophagy HCS, no call of its own (marks repeat the call); toxicity, %; measured here: cell loss, nuclei count;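 cell loss after 18 h compound exposure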
The depositor's hits bear a star; i = inactive; · = no result given. Compounds were not picked by outcome. About 4% of those tested had a hit in this group.

SMILES	Dynein transport	Dynein transport cytoplasmic EGFP	Dynein transport nuclear GR-EGFP	Dynein transport cell count	CSM14.1 death rescue	XIAP antagonists	Autophagy HCS	Autophagy HCS cell loss 18 h	Insulin prom up	Insulin prom up cell count	MT stabilizer	MT stabilizer Hoechst-high %	MT stabilizer cytotoxicity %	WT yeast gro inh	WT yeast gro inh mutant strain	b-catenin transl	b-catenin transl cell count 5 µM	Lipid droplet	Lipid droplet cells 6.5 µM
COC(=O)Cn1c(=O)c2c(n(Cc3ccccc3)c1=O)N/C(=C/c1ccc(Br)cc1)C2=O	-0.52	-0.051	-0.52	-0.12	·	·	·	·	0.65	866	·	·	·	·	·	0.3	1303	-3	709
CCC(C)[C@H](NC(=O)N1CCC(C)CC1)C(=O)O (stereo partly drawn)	0.17	-0.22	1.1	-0.78	·	·	·	·	-0.05	1122	·	·	·	·	·	1.3	1310	14	718
O=C(NCC1CCCO1)c1nn2cccnc2c1Cl (stereo not drawn)	0.16	-0.24	0.0058	0.79	-4.0%	-17%	i	2	0.56	1286	2.2	2.3	2.6	6	-7	-1.1	1012	-6	722
Oc1[nH]c2ccccc2c1C=Nc1ccc2c(c1)OCCO2	-0.097	-0.032	-0.02	0.47	-4.1%	-0.9%	i	-12	-0.05	1098	2.2	2.3	5.0	17	-3	-2.8	1127	·	·
O=C(/C=C/c1cccc2ccccc12)c1ccncc1	-0.52	-0.19	-0.26	0.7	-0.4%	-3.2%	i	-7	0.41	1255	6.0	2.1	9.6	7	-8	1.6	1074	11	635
O=C(CN1CCN(c2ccccc2O)CC1)Nc1cc([N+](=O)[O-])ccc1Cl	0.97	-0.37	0.99	-0.39	-1.4%	2.2%	i	11	-0.25	1381	4.6	3.2	5.2	-6	-3	0.6	1429	0	715
CCOC(=O)Cn1c(=O)c2c(nc(Br)n2Cc2ccc(Cl)cc2)n(C)c1=O	·	·	·	·	1.1%	-4.9%	·	·	0.28	1188	·	·	·	·	·	0.7	1194	-1	724
Cc1ccc(-c2ccc(CCC(=O)O)n2NC(=O)c2ccco2)cc1	1.1	-0.13	1.4	-2.3	1.4%	-3.4%	i	-4	0.19	1245	5.2	2.0	4.6	10	1	-1.6	1237	-14	788
Cc1ccc(-c2cc(C(=O)NN3CCOCC3)c3cc(Br)ccc3n2)o1	0.54	-0.35	0.92	0.37	0.7%	-6.0%	i	2	0.1	1556	4.3	1.7	7.0	1	-3	0.2	1471	·	·
Cc1cccc(C)c1OCc1nnc(SCC(=O)Nc2ccccc2F)o1	-0.76	-0.21	-0.14	0.037	·	1.8%	·	·	2.1	1476	2.5	1.6	3.3	14	-1	1.1	991	2	711
COc1ccc(CNC(=O)C(=O)NCC2OCCN2S(=O)(=O)c2cccs2)cc1 (stereo not drawn)	-0.61	-0.27	0.61	0.037	-4.0%	-5.3%	i	-12	0.31	1302	2.9	2.1	3.0	-2	-17	-2.2	581	-11	705
CSc1ccccc1NC(=O)CN(c1ccccc1)S(=O)(=O)N(C)C	-0.46	-0.21	-0.3	0.67	1.1%	0.8%	i	0	0.54	1692	2.9	2.0	5.5	-1	-4	0.7	940	0	709
CC1CCN(S(=O)(=O)c2cccc(-c3nnc(-c4cccnc4)o3)c2)CC1	0.21	0.84	0.48	0.82	-1.7%	-4.0%	i	-7	-0.1	1300	4.4	2.4	1.1	-12	4	-0.8	1030	6	711
COc1ccc(-c2nc3ncnn3cc2C)cc1F	-0.17	-0.18	0.081	0.69	0.1%	20%	i	2	1.4	1412	3.4	2.1	5.9	-1	4	2.5	852	21	727
Cc1ccc(S(=O)(=O)NCc2ccc3[nH]c(C)cc3c2)cc1	-0.98	0.41	-0.43	10	1.3%	-0.9%	i	0	0.3	1235	2.9	1.8	4.6	-7	-6	0.3	1104	-1	672
O=C(C(=O)N1CCN(c2cccc(Cl)c2)CC1)c1c[nH]c2ccccc12	-0.14	-0.36	-0.36	0.24	-1.8%	-5.2%	i	-1	-0.46	1194	1.6	2.0	5.3	30	19	-1.8	1131	-15	706
Nc1c(N(CCO)C(=O)COc2ccc(Cl)cc2)c(=O)[nH]c(=O)n1Cc1ccccc1	-0.21	-0.24	-0.094	0.56	-3.0%	-3.1%	i	5	-0.37	1390	2.7	3.6	2.2	4	28	0.7	975	18	711
CCOc1ccccc1OCCOCCOc1ccccc1[N+](=O)[O-]	0.56	-0.24	0.31	-0.43	4.0%	-7.7%	i	3	-0.1	1371	1.9	2.2	6.9	8	-7	2.5	528	-19	616
COC(=O)CCN(c1ccccc1)S(=O)(=O)c1ccc(OC)cc1	-0.89	-0.11	-0.58	0.45	1.5%	-8.7%	i	-2	0.76	1264	0.6	1.3	9.9	0	-7	-2.1	938	·	·
COc1ccccc1C(=O)NC(=S)NNC(=O)c1sc2ccccc2c1Cl	-1.1	-0.27	-0.63	2.3	6.3%	-13%	i	8	0.82	1200	6.3	1.5	5.2	5	-21	0.9	1049	6	655
COc1ccccc1C(=O)n1nc(-c2ccccc2)nc1N	-0.49	-0.17	0.034	0.45	·	-5.0%	i	-3	0.57	1070	2.0	2.5	32	-15	-1	·	·	-3	712
CC(C)Cn1cc(C(=O)N2CCC(C)CC2)c2c3ccccc3n(C)c2c1=O	-0.58	-0.19	-0.18	0.21	-0.7%	-1.1%	i	14	·	·	2.4	1.8	11	13	17	-1.1	607	-36	713
COC(=O)Cn1c(=O)c(C(=O)CCl)c(N)n(Cc2ccccc2)c1=O	-0.14	-0.098	0.47	0.12	·	·	·	·	-0.73	1062	·	·	·	·	·	-1.0	1323	9	707
N/C(=N\OC(=O)c1cccc(Br)c1)c1ccccc1	0.17	-0.16	0.053	-0.77	-2.1%	-3.9%	i	12	-0.13	1573	2.4	1.9	6.7	16	25	0.3	1344	·	·
CCOC(=O)C1=C(C)NC2=C(C(=O)CCC2)C1c1cccs1 (stereo not drawn)	-0.57	0.055	-0.18	0.76	-2.6%	-2.8%	i	-2	0.13	1350	1.1	1.7	7.5	-27	-34	·	·	-10	725
COc1cc(-n2c(=O)c3ccccc3n(Cc3cccc(C)c3)c2=O)cc(OC)c1OC	-0.53	-0.27	-0.16	0.8	0.3%	3.6%	i	8	0.47	1215	2.7	2.1	7.3	-6	5	-0.1	1115	8	785
O=C(Nc1ccc(S(=O)(=O)Nc2ncccn2)cc1)c1cccnc1	-0.35	-0.33	-0.13	0.16	-2.9%	0.2%	i	2	0.09	1336	2.8	2.5	8.5	-7	-7	-0.6	515	13	657
Cc1ccc(N2CS(=O)(=O)/C(=C/N(C)C)C2=O)cc1	-0.62	-0.17	-0.0022	1.6	-2.8%	-4.3%	i	12	-0.19	1335	2.5	1.6	6.8	10	3	-0.5	760	·	·
COCc1cc(C)nc(OCC(=O)N/N=C/c2cc(C)n(-c3c(C)cccc3C)c2C)c1C#N	-0.64	-0.26	-0.35	1.6	-0.3%	-8.1%	i	-12	·	·	13	6.7	3.4	-4	-19	·	·	7	795
C/C(CC(=O)NCc1ccco1)=N\NC(=O)COc1ccc(C)cc1	0.12	-0.24	0.45	-0.85	2.0%	-3.3%	i	9	-0.34	1524	2.3	1.8	4.6	1	10	-3.2	1157	-5	576
O=C(O)CC1(CC(=O)Nc2cc3ccccc3cn2)CCCCC1	-0.9	-0.23	-0.48	1.1	·	·	·	·	-0.24	1438	·	·	·	·	·	-1.9	1082	-3	703
COC(=O)C(C)Sc1nnc2n(-c3cccc(C)c3)c(=O)c3c4c(sc3n12)CCCC4 (stereo not drawn)	-0.98	-0.085	-0.3	0.93	-2.7%	0.8%	i	16	-0.85	1796	1.0	1.1	3.6	10	1	0.9	1066	-2	644
CC(C)OC(=O)c1cc(C(=O)c2cc(F)ccc2O)coc1=N	0.083	-0.28	0.088	0.99	-0.1%	-8.6%	i	2	0.54	880	2.7	1.9	7.1	15	4	·	·	-10	807
COc1ccc(Nc2nc3ccc(C)cc3cc2C#N)c(OC)c1	1.1	0.061	0.64	-0.8	-0.5%	-3.1%	i	7	-0.41	1449	6.6	1.9	5.8	0	2	-1.9	1061	0	627
COC(=O)c1ccc(N2CCN(C(=O)c3ccccc3)CC2)c(NC(C)=O)c1	1.2	-0.2	1	-1	0.5%	-6.0%	i	8	0.03	1653	3.7	2.1	7.2	2	-3	-1.6	1043	-18	665
CC(C)CC(OC(=O)c1cccs1)C(=O)NCc1ccco1 (stereo not drawn)	-1.1	-0.11	-0.71	0.26	·	-0.1%	i	1	-0.04	1091	2.2	2.5	20	-9	10	4.1	889	0	615
Cc1nc(-c2ccccc2)nc2sc(C(=O)c3ccc(F)cc3)c(N)c12	-3	4.8	-0.91	1.3	·	·	·	·	1.5	1419	·	·	·	·	·	-1.6	1130	2	684

Two compounds from above, showing only Dynein transport cytoplasmic EGFP, b-catenin transl and Lipid droplet:
mol	Dynein transport cytoplasmic EGFP	b-catenin transl	Lipid droplet
O=C(O)CC1(CC(=O)Nc2cc3ccccc3cn2)CCCCC1	-0.23	-1.9	-3
Cc1nc(-c2ccccc2)nc2sc(C(=O)c3ccc(F)cc3)c(N)c12	4.8	-1.6	2
